# Rpn11 inh – inhibitors of human proteasome Rpn11. O00487. human 26S proteasome, Ub4-pepOG fluorescence polarization; 20S core pre-blocked with epoxomicin. calls only at 20 µM. hit rate 0.59% among 360,000. AID 588493;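 active = inhibition at 20 µM, scaled to each plate's controls, above about 33%, limit read from the data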
# TbMetRS inhib – blocks T. brucei methionyl-tRNA synthetase activity | purified T. brucei MetRS, ATP depletion, Kinase-Glo luminescence | inhibition, % at 11.9 µM | hit rate 0.4% among 360,000 | AID 624268;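 active = inhibition above a per-plate cutoff of the control wells' mean inhibition plus 3 SD, cut at about 5.5% in these data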;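 also: 0% = DMSO wells median and 100% = median of wells with control inhibitor compound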
#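 assay system = parasite MetRS enzyme | timing = 15 min preincubation, 2 h reaction, all 25 °C | evaluation = percent inhibition relative to median high and low control wells | medium = HEPES buffer containing pyrophosphatase, BSA, spermine, DTT | compound = single dose, 11.9 µM final nominal, 0.9% final DMSO | detection = Kinase-Glo luminescence, ATP depletion format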
# NadD inh – NadD (S. aureus) enzyme inhibition | purified NadD enzyme, colorimetric absorbance read-out | inhibition, % at 20 µM | hit rate 0.78% among 360,000 | AID 602399; in the data active = inhibition above about 26%; also: some compounds past the cut are filed as inactive
# SUMO1-SIM PPI – alters human SUMO1 binding to SIM partners; P63165; SUMO1 binding to a labelled peptide, TR-FRET, 1 h; inhibition, % at 20 µM; hit rate 0.33% among 360,000; AID 602429; in the data active = inhibition above about 37%
# Scp1 inh – inhibitors of human Scp-1 phosphatase | Q9GZU7 | Recombinant Scp1, phosphopeptide, malachite green phosphate absorbance | inhibition, % at 20 µM | hit rate 0.88% among 340,000;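 active = inhibition above about 50% at 20 µM, limit read from the data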;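 also: plate controls were DMSO wells with enzyme for no effect and wells lacking enzyme for full effect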
#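 Test system: SCP-1 phosphatase catalytic domain, residues 76-261; measured by: colorimetric phosphate reagent with accelerator and stabiliser, absorbance at 630 nm; timing: enzyme reaction 45 min at room temperature, colour 5 min, stabilisation 30 min; also added: Phosphorylated 17-residue peptide substrate; compound dosing: one concentration, 20 µM, with 1.0% DMSO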
# LMPTP inh – blocks human LMPTP phosphatase | P24666 | recombinant LMPTP-A, OMFP fluorogenic substrate, fluorescence intensity | inhibition, % at 20 µM | hit rate 0.22% among 360,000 | AID 651560;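 active = compounds that cut the enzyme signal by at least half of the control window in the single-dose screen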;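 also: plate controls were DMSO wells with enzyme plus substrate for no effect and substrate without enzyme for full effect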
#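 Test system: LMPTP-A, protein tyrosine phosphatase of low molecular weight; Input: 0.625 nM enzyme; Incubation: 50 min dark incubation at room temperature; Signal: endpoint fluorescence intensity from OMFP dephosphorylation; Read-out basis: % inhibition versus control wells.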
# MsrA inh – bovine MsrA inhibition; purified bovine MsrA, absorbance read-out; inhibition, % at 15.5 µM; hit rate 0.75% among 360,000; AID 651718; in the data active = inhibition above about 4.5%;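 also: 0% = vehicle wells with enzyme and 100% = reference inhibitor wells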
# DNMT1 inh – DNMT1 (human) enzyme inhibition. DNMT1 molecular beacon, Hinp1I cleavage, fluorescence. inhibition (reported as % activation of signal), % at 10 µM. hit rate 0.83% among 360,000; in the data active = inhibition above about 50%
# CSN deneddyl inh – blocks human CSN-mediated cullin deneddylation. inhibition, % at 12.5 µM. Purified CSN, SCF-Nedd8-OG deneddylation, fluorescence polarization. Q92905. hit rate 0.38% among 360,000. AID 651999;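 active = pattern-corrected inhibition above about 35%, with an unprinted fluorescence ratio check between 0.5 and 1.5, limit read from the data, passing the limit was not always enough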;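 also: 0% = enzyme with substrate and 100% = substrate without enzyme; some results filed as inactive read as strong as hits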
#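 Assay system: purified human Csn5 enzyme expressed in HEK293T cells; Input: 0.24 nM Csn5 enzyme, final concentration; Reagent: 10 nM SCFSkp2-Nedd8OG; Compound dosing: 12.5 µM single point; Times: reaction 90 min, room temperature; Technique: fluorescence polarization readout.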
# STEP inh – blocks human striatal-enriched tyrosine phosphatase; AID 588621; recombinant STEP, OMFP fluorogenic substrate, fluorescence; hit rate 0.25% among 360,000; inhibition, % at 20 µM;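 active = inhibition at 20 µM, scaled per plate between control wells, above about 37%, limit read from the data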;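 also: 0% = DMSO with enzyme and substrate and 100% = substrate only without enzyme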
#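 System: isolated STEP enzyme; schedule: 20 min enzyme reaction at room temperature, protected from light; medium: Bis-Tris buffer pH 6.0, 2.5 mM DTT, 0.005% Tween 20; signal: fluorescence, 480/540 nm; dosing: single compound dose of 20 µM, 1% DMSO final; also added: OMFP substrate, 25 µM final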
# Numbers without * were called inactive; i = inactive; x = not tested or not shown.
SMILES	Rpn11 inh	TbMetRS inhib	NadD inh	SUMO1-SIM PPI	Scp1 inh	LMPTP inh	MsrA inh	DNMT1 inh	CSN deneddyl inh	STEP inh
CCOc1ccc(S(=O)(=O)N2CCCCC2)cc1NC(=O)C1CCCC1	i	-0.2	0	5	x	-1.7	-0.8	-1	0	0
O=[N+]([O-])c1ccc(Cl)c(S(=O)(=O)Nc2cccc(-c3ccc(N4CCOCC4)nn3)c2)c1	i	-0.4	15	-30	0	0.7	-0.4	0	0	6
CCOC(=O)CNc1c(-c2ccc(Cl)cc2)nc2cnccn12	i	-1.3	8	-8	7	0.3	3.0	-5	-2	-4
COc1ccc(CCn2c(S)nc3ccccc3c2=O)cc1	i	-1.0	2	-25	8	-0.2	0.8	7	1	19
O=C(CCCN1C(=O)c2ccccc2C1=O)Nc1ccccc1C(=O)N1CCOCC1	i	-0.4	2	3	0	0.0	-0.2	2	-3	3
CCOc1ccc(NC(=O)CN(C)C(=O)c2cccnc2Sc2ccc(C)c(C)c2)cc1OCC	i	-1.2	1	6	4	-1.3	-0.5	4	0	-3
CCOC(=O)CC1COc2ccccc2N1C(=O)c1ccc(F)cc1 (centres undefined)	i	-0.1	-4	-1	-5	-1.0	-0.7	0	3	0
CCCCCCN1CCN(C2CN(Cc3cn(Cc4ccccc4)nn3)S(=O)(=O)C2)CC1 (centres undefined)	x	-1.3	-8	0	x	-0.7	1.6	x	1	x
O=C(CSc1nc2ccccc2c(=O)n1NC(=O)Cc1ccccc1)NCc1ccco1	i	0.0	2	12	-3	-0.2	2.0	2	-2	2
CN1/C(=C/c2cccc[n+]2CCO)Sc2ccccc21	i	0.6	15	-18	103*	-1.3	1.3	3	-2	0
O=C(COc1ccccc1Cl)Nc1ccccc1C(=O)N1CCOCC1	i	-0.7	-4	0	-2	-0.8	1.2	5	-4	0
CCc1ccc(C(=O)OCC(=O)NCC(F)(F)F)cc1	i	-1.1	-1	-2	6	0.0	0.0	9	-5	0
C[C@@H]1CC[C@@]2(OC1)O[C@H]1C[C@H]3[C@@H]4CC=C5C[C@@H](O)[C@H](O)C[C@]5(C)C4CC[C@]3(C)[C@H]1[C@@H]2C (some centres undefined)	i	-0.9	-6	0	5	-1.7	-0.9	10	-4	-4
C=CCSc1nc(C)c2cc(C)cc(C)c2n1	i	-0.6	-1	1	-6	1.8	1.0	-3	2	2
Cc1ccc(C(=O)Nc2cccc(NC(=O)c3ccc(C)o3)n2)o1	i	-1.1	2	4	-5	0.4	0.7	0	0	6
O=[N+]([O-])/C(=C\Nc1ccc(F)cc1F)S(=O)(=O)c1ccccc1	i	0.0	-1	2	-4	-1.8	0.9	-1	-3	1
CCOC(=O)N1CCN(C(=O)C[C@@H]2C[C@@]3(C(=O)OCC)CCC=C3N(CCC3=CCCCC3)C2=O)CC1	x	-0.4	1	1	x	-0.3	-1.0	x	-1	x
COc1ccc(NC(=O)c2ccccc2NC(=O)CN2CCCCCC2)cc1	i	-0.3	-4	1	-3	-0.7	-0.1	-3	4	0
COC(=O)c1c(NC(=S)NN2CCOCC2)sc2c1CCCC2	i	-0.1	-3	-3	-2	4.3	1.0	-10	7	1
Cc1sc(NC(=O)C2=COCCO2)nc1-c1ccc(F)cc1	i	-0.4	-4	-5	2	-0.7	1.0	-2	5	0
CCO[C@H]1OC(C(=O)N2CCCCCCC2)=C[C@@H](c2ccc(C(F)(F)F)cc2)[C@@H]1CCCO	i	-0.3	-5	-2	-1	-1.5	-0.8	1	4	0
CC(OC(=O)C1=COCCO1)C(=O)Nc1ncc(Cl)cc1Cl (centres undefined)	i	0.0	0	3	-3	0.6	0.3	-2	-6	-2
CCOc1ccc(C(=O)CCNC(Cc2cnc[nH]2)C(=O)O)cc1 (centres undefined)	i	-0.1	10	-1	-3	0.8	0.2	-2	8	-1
COc1ccccc1N(C)S(=O)(=O)c1ccc(C(=O)N2CCC2)cc1	i	0.1	4	-3	-11	-1.1	-1.8	-2	-1	0
Cc1ccc(CNC(=O)CN(c2ccc(C)cc2)S(=O)(=O)c2c(C)nn(C)c2C)cc1	i	-0.4	0	3	-11	-1.0	-0.2	-1	-4	1
O=Nc1c2ccc[nH]c-2c2ccc([N+](=O)[O-])cc12	i	-1.1	7	-19	5	3.6	0.5	16	1	-2
COc1cc(/C=N/N2CCN(C3c4ccccc4-c4ccccc43)CC2)cc(OC)c1OC	i	0.5	10	0	-9	2.2	0.5	-10	-10	1
COc1cc(NC(=O)Cn2cnc(S(=O)(=O)N3CCOCC3)c2)cc(OC)c1OC	i	0.9	-2	4	-2	-1.7	0.8	2	2	0
CCc1c(C)[nH]c2ccc(C)cc2c1=O	i	1.1	7	1	-4	0.3	1.8	-5	0	-1
COc1cc(OC)cc(C(=O)N[C@H](C(=O)Nc2ccc(S(=O)(=O)N(C)C)cc2)C(C)C)c1	i	-0.6	1	1	-10	0.6	1.7	-3	-5	2
COc1cc(OC)cc(C(=O)NCCNC(=O)c2ccco2)c1	i	-0.8	5	-4	3	-0.1	1.6	-7	-1	-1
O=C(CCC1CCN(C(=O)Cc2c(F)cccc2F)CC1)NC1CC1	i	0.6	2	2	4	-1.1	0.1	-1	1	-1
CCn1c2ccccc2c2nnc(SCC(=O)Nc3cc(C)on3)nc21	i	-0.8	3	-3	16	-3.6	-0.5	1	-6	-1
O=C(CNC(=O)c1ccc(Oc2ccccc2)cc1)OCc1ccc(Br)cc1	i	0.0	0	3	-5	2.1	-0.1	-3	2	4
COc1ccc(-n2nnnc2SCC(=O)c2ccc3c(c2)OCCO3)cc1	i	-0.2	-8	-17	0	2.6	0.8	-5	1	-6
COc1ccc(/C=C/C2=CC(C)(C)NC(=S)N2)cc1	i	0.0	-1	1	-2	-0.7	-0.9	-7	1	-5
Cc1cc(C(=O)N2CCN(c3ncccc3C#N)CC2)no1	i	-0.3	-2	4	-1	-0.9	1.8	1	-1	2
C=CCNC(=O)C1CC(=O)N(c2ccc(OCC(=O)Nc3ccc(Cl)cc3)cc2)C1 (centres undefined)	i	-0.2	-1	10	-2	2.4	-0.1	2	5	2
CN(C(=O)COC(=O)/C=C/c1cn(-c2ccccc2)nc1-c1ccc2c(c1)OCCO2)C1CCS(=O)(=O)C1 (centres undefined)	i	-0.4	-13	-7	-9	2.4	3.3	-5	-1	0
CCOc1ccc(CNC(=S)Nc2ccccc2)cc1Cl	i	0.1	5	7	-8	1.8	0.3	4	3	1
CC(C(=O)O)c1ccc(N2Cc3ccccc3C2=O)cc1 (centres undefined)	i	-2.2	-5	-2	-20	-1.5	-0.4	-1	1	-2

# High-throughput results (PubChem)

# Outcome played no part in choosing rows; any-hit rate near 3.9%.
